# Screens: PubChem, Sanford-Burnham Center for Chemical Genomics
# mIAP inh = inhibitors of mouse IAP, primary screen, biochemical, luminescence, uHTS; intestinal alkaline phosphatase [Mus musculus]; purified mouse IAP, CDP-Star luminescence, 30 min; inhibition, % at 10 µM; hit rate 0.2% among 330,000;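 active = inhibition of at least 40% at 10 µM in the primary screen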;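 note: plate controls were DMSO with enzyme for no effect and no enzyme wells for full effect; values of inactives mirror those of a sister screen read the other way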
# A3G deaminase = APOBEC3G DNA deaminase inhibitors, primary screen, biochemical, fluorescence, single-stranded DNA substrate, uHTS; hit rate 0.28% among 330,000; DNA dC->dU-editing enzyme APOBEC-3G (Homo sapiens), Q9HC16; inhibition, % at 20 µM; recombinant A3G, ssDNA deamination FAM/TAMRA fluorescence;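 active = inhibition of at least 40% at 20 µM, with no more than 30% in the related APOBEC3A deaminase screen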;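 note: plate controls were DMSO wells with A3G for no effect and wells lacking A3G enzyme for full effect; some compounds called inactive have numbers as strong as hits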
# Target sequence (Q9HC16 whole entry, looked up): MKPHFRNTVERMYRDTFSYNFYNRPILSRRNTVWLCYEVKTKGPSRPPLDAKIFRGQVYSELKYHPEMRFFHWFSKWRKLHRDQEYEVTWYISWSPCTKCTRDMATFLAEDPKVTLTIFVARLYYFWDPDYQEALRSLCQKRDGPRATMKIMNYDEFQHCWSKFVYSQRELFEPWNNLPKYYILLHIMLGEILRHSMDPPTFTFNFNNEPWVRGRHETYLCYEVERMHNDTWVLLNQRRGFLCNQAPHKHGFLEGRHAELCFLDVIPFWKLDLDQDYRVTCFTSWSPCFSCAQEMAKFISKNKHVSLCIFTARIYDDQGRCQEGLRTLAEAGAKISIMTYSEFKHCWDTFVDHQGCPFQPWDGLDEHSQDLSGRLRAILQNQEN
# tim10-1 inh = growth inhibitors of tim10-1 mutant yeast, primary screen, luminescence, uHTS. S. cerevisiae tim10-1 ts strain growth, BacTiter-Glo, 24 h. inhibition, % at 20 µM. hit rate 2.2% among 330,000. AID 463190, 2010;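 active = inhibition of at least 40%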;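 note: mutant grown at 25 °C; 0% = DMSO wells with yeast and 100% = wells holding no yeast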
# mIAP act = activators of mouse IAP, primary screen, biochemical, luminescence, uHTS; intestinal alkaline phosphatase [Mus musculus]; muIAP, CDP-Star luminescence, 30 min; stronger effect = higher value; 1 = vehicle-only enzyme signal, 0 = enzyme-free wells; activation factor at 10 µM; hit rate 0.24% among 330,000; AID 2805, 2010;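 active = activation factor of at least 2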; note: the source names both 10 and 20 µM as test concentration; values of inactives mirror those of a sister screen read the other way
#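 Assay system: mouse IAP enzyme / Compound: DMSO-dissolved test compounds / Timing: 30 min, room temperature / Measured by: luminescence from enzymatic CDP-Star hydrolysis / Control set: DMSO-only wells, enzyme-free buffer wells as negative control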
# A3A deaminase = APOBEC3A ssDNA deaminase inhibitors, primary screen, selectivity assay for APOBEC3G inhibitor project, biochemical, FAM/TAMRA oligo cleavage fluorescence; DNA dC->dU-editing enzyme APOBEC-3A (Homo sapiens), P31941; recombinant A3A, FAM/TAMRA ssDNA deamination fluorescence; inhibition, % at 20 µM; hit rate 0.41% among 330,000; AID 493011, 2011;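 active = at least 40% inhibition at 20 µM here, with at most 30% in a related deaminase screen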;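 note: plate controls were A3A with DMSO for no effect and wells lacking A3A enzyme for full effect; some results filed as inactive read as strong as hits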
# Target sequence (P31941 whole entry, looked up): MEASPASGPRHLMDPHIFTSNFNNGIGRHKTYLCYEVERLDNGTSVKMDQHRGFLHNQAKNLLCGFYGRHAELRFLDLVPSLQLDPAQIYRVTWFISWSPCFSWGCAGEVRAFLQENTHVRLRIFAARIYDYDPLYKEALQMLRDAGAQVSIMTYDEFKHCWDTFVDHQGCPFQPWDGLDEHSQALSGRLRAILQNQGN
# hIAP inh = human IAP inhibitors, primary screen, biochemical, luminescence, uHTS | Intestinal-type alkaline phosphatase (Homo sapiens), P09923 | purified IAP, CDP-Star luminescence, 30 min | inhibition, % at 10 µM | hit rate 0.12% among 330,000 | AID 2544, 2010;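 active = inhibition reaching a set limit with compound at 10 µM in the primary screen, cut at about 35% in these data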;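 note: plate controls were DMSO wells with enzyme for no effect and no-enzyme buffer wells for full effect; values of inactives mirror those of a sister screen read the other way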
# Target sequence (P09923 whole entry, looked up): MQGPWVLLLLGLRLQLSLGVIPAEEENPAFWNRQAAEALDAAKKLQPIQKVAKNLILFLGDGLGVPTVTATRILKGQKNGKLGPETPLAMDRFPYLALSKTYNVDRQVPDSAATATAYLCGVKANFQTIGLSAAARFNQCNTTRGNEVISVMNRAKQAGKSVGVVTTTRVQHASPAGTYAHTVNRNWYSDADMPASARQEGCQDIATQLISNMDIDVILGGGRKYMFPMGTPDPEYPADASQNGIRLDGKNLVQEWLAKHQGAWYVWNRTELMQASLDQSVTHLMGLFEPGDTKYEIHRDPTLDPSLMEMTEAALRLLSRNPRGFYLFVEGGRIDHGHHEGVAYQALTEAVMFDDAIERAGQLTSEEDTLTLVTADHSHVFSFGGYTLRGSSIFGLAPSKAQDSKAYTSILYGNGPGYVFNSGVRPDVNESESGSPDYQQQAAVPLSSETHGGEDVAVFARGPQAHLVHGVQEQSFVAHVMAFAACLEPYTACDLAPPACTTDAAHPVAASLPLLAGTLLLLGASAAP
# NALP3 yeast inh = NALP3 inflammasome inhibitors in reconstituted yeast, primary screen, luminescence, uHTS; Yeast reconstituted NLRP3/ASC/caspase-1, beta-gal luminescence, 24 h; inhibition, % at 10 µM; hit rate 0.39% among 330,000; AID 2825, 2010;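 active = inhibition of 50% or more; inactive = inhibition below 50%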;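 note: plate controls were induced DMSO wells for no effect and uninduced yeast grown without galactose for full effect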
# TIM10 inh = growth inhibitors of isogenic TIM10 control yeast, primary screen, counter-screen for tim10-1 yeast inhibitor project, luminescence, uHTS. S. cerevisiae TIM10 strain growth, BacTiter-Glo luminescence, 24 h. inhibition, % at 10 µM. hit rate 1.4% among 330,000;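 active = inhibition of 40% or more at the single tested concentration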;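 note: wild-type TIM10 isogenic control strain grown at permissive 25 °C; 0% = DMSO yeast wells and 100% = minimal medium wells without yeast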
# beta cell repl = inducers of MIN6 beta-cell proliferation, primary screen, ATP luminescence, uHTS; hit rate 0.29% among 330,000; proliferation, % at 10 µM; MIN6 cells proliferation, ATPlite luminescence, 48 h; cells starved in 0.2% serum; 100% = growth in 10% serum;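 active = compounds whose signal lies at least 3.5 SD above the mean of all wells on their plate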;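 note: 0% = DMSO-treated cells in low-serum medium and 100% = 10% serum control; some compounds called inactive have numbers as strong as hits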
# Starred values were filed as active, the others as inactive.
SMILES,mIAP inh,A3G deaminase,tim10-1 inh,mIAP act,A3A deaminase,hIAP inh,NALP3 yeast inh,TIM10 inh,beta cell repl
Cc1cccc(C(=O)O/N=C(/c2ccccc2)c2ccncc2)c1,15,-5,41*,0.85,1,6,26,31,2
Cc1oc2c(C)c3oc(=O)c(CCC(=O)NCCCn4ccnc4)c(C)c3cc2c1C,7,-6,14,0.93,-1,-8,2,-1,1
O=C1NC(c2ccccc2)C(C(=O)c2cccs2)=C1O (stereo not drawn),0,-5,3,1,-1,-98,12,4,4
C=C(C)COc1ccc(-c2nc(N)ncc2-c2ccc(Br)cc2)c(O)c1,6,-12,-40,0.94,-3,6,10,26,-7
COc1ccc(N(CC(=O)NN=C2CCCCCCC2)S(=O)(=O)c2ccccc2)cc1,-6,0,11,1.1,7,-38,12,16,-2
COc1cc(OC)cc(C(=O)NCC(=O)Nc2ccc(OC)c(Cl)c2)c1,2,-6,-44,0.98,0,-9,20,-27,-2
Cc1cc(NS(=O)(=O)c2ccc(NC(=O)CSc3nc4ncc(Br)cc4[nH]3)cc2)nc(C)n1,-2,-9,-12,1,-5,-3,-8,-2,-2
Cc1nnsc1C(=O)N1CCCC(N2CCN(c3cccc(C(F)(F)F)c3)CC2)C1 (stereo not drawn),5,-7,24,0.95,-6,-6,13,11,6
COc1ccc(CCNC(=O)CC(=O)N/N=C/c2ccc(C(=O)O)cc2)cc1OC,14,-3,-17,0.86,-1,10,11,-11,-2
CC1CC(C)(C)NC(=S)N1CC(=O)NCc1ccc2c(c1)OCO2 (stereo not drawn),3,-6,10,0.97,-4,-2,-2,-24,-2
CCOc1ccc(Cn2ccnc2CCl)cc1[N+](=O)[O-],4,-1,4,0.96,-1,6,15,1,-1
C=C[C@](C)(CC[C@@]1(C)C(C)CC(OC2OC(C)C(OC3OC(COC(C)=O)C(O)C(O)C3O)C(O)C2O)[C@@]2(C)C(C)=CCCC12)OC1OC(C)C(O[C@@H]2O[C@@H](C)C(O)C(O)[C@H]2O)C(O)C1O (stereo partly drawn),-6,-5,37,1.1,-4,-13,20,-8,-1
COC(=O)c1c(-c2ccsc2)sc2ccc(-c3cc(OC)c(OC)c(OC)c3)cc12,14,-9,-5,0.86,-2,4,11,-3,-5
Cc1ccc(C(=O)Nc2onc(C)c2C#N)cc1,2,-8,-30,0.98,-5,-3,23,-7,2
c1ccc(CSc2ccc(-c3cccnc3)nn2)nc1,2,-10,5,0.98,1,0,7,-8,1
Cc1ccccc1-c1nnc(SCc2ccc(F)cc2)o1,-3,-6,23,1,-5,-12,2,17,0
COc1ccccc1NC(=S)N(Cc1ccco1)Cc1cc2cccc(C)c2[nH]c1=O,-8,1,26,1.1,1,21,5,2,0
CCN(c1ccccc1)S(=O)(=O)c1ccc(Cl)c(NC(=O)COC(=O)c2ccc(O)cc2)c1,14,-3,0,0.86,0,-7,2,-6,-5
CCOc1cc(CNCC2CCCO2)cc(Br)c1OCC(N)=O (stereo not drawn),-12,-2,-7,1.1,1,-24,0,-26,-2
CC1CCC2(CC1)SCC(=O)N2c1ccccc1 (stereo not drawn),7,-3,15,0.93,-2,2,7,-5,4
O=C(N/N=C/c1ccccc1C(=O)O)c1cccc(S(=O)(=O)Nc2cc(Cl)ccc2Cl)c1,2,8,11,0.98,2,-6,10,19,-2
COc1ccc(N2CCN(C(=S)Nc3ccc(C)cc3C)CC2)cc1,3,-1,12,0.97,0,-10,7,-14,-2
C[C@H]1CCC[C@]2(O[C@@H](CCO)C[C@@H](O)[C@@H]2O)O1,-4,-6,-23,1,-1,-12,12,-21,-2
CC(C)NC(=O)NC(=O)CSc1nnc(COc2ccccc2F)n1C(C)C1CC2CCC1C2 (stereo not drawn),-14,-2,34,1.1,9,-11,7,28,-6
O=S(=O)(NC(=S)Nc1ccccc1)c1ccc(F)cc1,8,31,-1,0.92,-7,-10,-1,-6,-2

# (list continues)
SMILES,mIAP inh,A3G deaminase,tim10-1 inh,mIAP act,A3A deaminase,hIAP inh,NALP3 yeast inh,TIM10 inh,beta cell repl
O=C(c1ccccc1)N1CCN(c2ccc(NCc3ccc4c(c3)OCO4)cc2)CC1,-5,-5,34,1.1,-2,8,-10,20,1
COc1ccccc1N1CCN(C2CCCN(Cc3ccccc3OCCO)C2)CC1 (stereo not drawn),0,-4,1,0.99,1,-27,10,0,-2
Cc1ccc(S(=O)(=O)N2CCN(C(=O)c3ccnn3C)CC2)cc1C,-1,-6,-2,1,-1,-23,3,0,-3
CSC1=NS(=O)(=O)c2c(C)nn(C)c2S1,0,39,23,1,2,0,17,-3,-1
CC(C)(C)OC(=O)NNc1c2ccccc2nc2ccccc12,2,-3,11,0.98,-4,-1,26,19,-5
COc1ccc(-c2cc(C)no2)cc1S(=O)(=O)N1CCCN(Cc2ccccc2Cl)C1,-6,3,16,1.1,0,11,20,20,-1
Cc1ccccc1C(O)c1ccncc1 (stereo not drawn),-7,-6,-1,1.1,-1,-4,-18,-6,-3
Cc1ccc(C)c(Cn2c(=O)n(CCCC(=O)NCc3ccco3)c(=O)c3ccccc32)c1,-2,-8,15,1,-1,10,15,1,0
O=C(/C=C/c1ccc2ccccc2n1)N1CCN(S(=O)(=O)c2ccc(F)cc2)CC1,5,5,27,0.95,9,12,10,3,-3
O=c1oc2ccccc2n1Cn1c(=O)oc2ccccc21,2,-5,-5,0.98,-4,-22,13,-11,-2
O=C(CN(C(=O)c1csnn1)c1cccc2ccccc12)NCc1ccccc1,3,-5,3,0.97,-3,-6,24,9,0
Cc1ccc2c(c1)C(c1ccccc1)CC(=O)O2 (stereo not drawn),-4,-3,23,1,0,23,-10,7,0
Cc1cccc(C(=O)Nc2cccc(C(=O)N/N=C/c3ccccn3)c2)c1,12,-10,15,0.88,-2,-37,26,14,-6
Cc1ccc(NC(=O)C(C)Sc2nnc3ccccn23)cc1 (stereo not drawn),4,-9,-1,0.96,-4,13,5,4,-5
Cc1onc(-c2c(Cl)cccc2Cl)c1C(=O)Nc1ccc(C(N)=O)cc1,-3,-10,-3,1,-3,-4,6,3,0
O=C(Nc1cccc(S(=O)(=O)N2CCCCC2)c1)c1ccc([N+](=O)[O-])o1,0,-4,-43,1,2,-1,-3,46*,-6
COc1cccc(CNC(=O)c2ccccc2NC(=O)C2=C(C)OCCS2)c1,-5,24,18,1,2,11,12,9,-4
COCCNC(=S)Nc1ccc(S(=O)(=O)Nc2ncccn2)cc1,11,-3,0,0.89,-2,8,15,-1,5
CCc1nnc(NC(=O)CSc2nnc3c(C)cc4c(C)ccc(C)c4n23)s1,-4,-3,13,1,2,-2,22,3,-4
CCc1ccccc1NC(=O)CN(C)S(=O)(=O)c1ccc2c(c1)c(=O)n(C)c(=O)n2C,-2,-7,-19,1,1,0,17,4,-4
COc1ccc(S(=O)(=O)N2CCCCCC2)cc1C(=O)N(C)Cc1ccc(C(C)(C)C)cc1,2,-4,18,0.98,3,-7,10,13,-6
OCCCc1nc2n(n1)C(c1ccccc1)C=C(c1ccccc1)N2 (stereo not drawn),6,-6,-13,0.94,2,-8,23,2,-3
CC1(C)C(=O)C2(CCCCC2)C(=O)OC1c1cccc([N+](=O)[O-])c1 (stereo not drawn),3,-2,20,0.97,-1,-4,11,11,-3
Cc1ccc(C)c(C(=O)CCC(=O)OCn2nnc3ccccc3c2=O)c1,4,2,24,0.96,1,-1,15,-9,-1
O=C(NCc1cn(-c2ccccc2)nc1-c1ccccc1)c1cccc([N+](=O)[O-])c1,9,-2,34,0.91,4,-12,1,29,-5

# 3 compounds from above, reduced to NALP3 yeast inh, mIAP inh and tim10-1 inh:
Compound,NALP3 yeast inh,mIAP inh,tim10-1 inh
CCc1ccccc1NC(=O)CN(C)S(=O)(=O)c1ccc2c(c1)c(=O)n(C)c(=O)n2C,17,-2,-19
Cc1ccc(S(=O)(=O)N2CCN(C(=O)c3ccnn3C)CC2)cc1C,3,-1,-2
COc1ccccc1N1CCN(C2CCCN(Cc3ccccc3OCCO)C2)CC1 (stereo not drawn),10,0,1

# (next part)
SMILES,mIAP inh,A3G deaminase,tim10-1 inh,mIAP act,A3A deaminase,hIAP inh,NALP3 yeast inh,TIM10 inh,beta cell repl
CCOc1cc(C(=O)Nc2cccc(C(C)=O)c2)ccc1OCC(=O)N1CCCCC1,9,-2,6,0.91,2,12,30,2,2
CC(=O)O[C@H]1[C@H](O)[C@H](Oc2c(O)c(C)c3c4c2[C@@H](C)CC[C@@H]4[C@@H](C)C[C@H]3C=C(C)C)O[C@@H](C)[C@H]1O,2,-6,38,0.98,1,-24,18,10,-5
CCNS(=O)(=O)c1ccc(C(=O)OCC(=O)N2CCCc3ccccc32)cc1,4,-2,24,0.96,-5,-8,13,7,1
CCC1(c2ccccc2)NC(=O)N(CC(=O)NCc2ccccc2OC)C1=O (stereo not drawn),-1,2,-14,1,3,0,5,-10,-2
CC(C)(c1ccccc1)c1ccc(OCC2CO2)cc1 (stereo not drawn),5,-6,-7,0.95,2,16,12,14,0
CC(=O)Nc1ccc(NC(=O)c2nc(S(=O)(=O)Cc3cccc(C)c3)ncc2Cl)cc1,2,13,3,0.98,0,-2,15,19,-7
Cc1noc(NS(=O)(=O)c2ccc(NC(=O)CSc3nc4c(cc3C#N)CCCC4)cc2)c1C,-8,-3,-2,1.1,3,-17,21,4,0
CCOC(=O)Cn1cnc2c(nnn2-c2cccc(Cl)c2)c1=O,11,-8,28,0.89,-2,4,-5,10,3
Cc1ccc(-c2nc(S(=O)(=O)c3ccc(C)cc3)c(SCC(=O)NCC3CCCO3)o2)cc1 (stereo not drawn),1,-9,-10,0.99,-3,5,11,13,-2
O=[N+]([O-])c1ccc(Cl)c(NC(=S)N2CCCC2)c1,-1,-3,10,1,-3,5,12,3,0
COc1ccc(NC2CCCN(C(=O)c3cn(C)c4ccccc34)C2)cc1 (stereo not drawn),2,-6,20,0.98,-6,-2,13,9,1
Cc1ccc(OCC(=O)N2c3ccccc3CC2C)c([N+](=O)[O-])n1 (stereo not drawn),6,0,3,0.94,0,-6,22,1,-1
COc1ccccc1NS(=O)(=O)c1ccc2[nH]c(=O)[nH]c2c1,6,-1,-11,0.94,0,24,14,3,-2
COc1ccc(Oc2nc3ccccc3n(C)c2=O)cc1,0,-1,2,0.99,1,-1,20,19,0
Cc1onc(-c2c(Cl)cccc2Cl)c1C(=O)NN1CCCCCC1,7,-11,-10,0.93,-1,-26,13,4,0
O=S(=O)(c1ccc(SCc2ccc(Br)cc2)nc1)N1CCCCC1,3,-4,-6,0.97,3,-8,29,-2,-1
Cc1ccnc(SCc2cc(=O)c(OC(=O)c3ccc(S(=O)(=O)N4CCCC4)cc3)co2)n1,-6,-2,-25,1.1,1,4,2,-12,-1
CC(Cc1ccccc1)C(=O)NCc1nc2ccccc2s1 (stereo not drawn),2,-6,10,0.98,1,12,27,1,-1
